# Rac1 GTP hydrolysis: MgcRacGAP GTPase-activating activity inhibitors, confirmation, biochemical, ADP Hunter fluorescence; AID 624330; MgcRacGAP-stimulated Rac1 GTP hydrolysis, ADP Hunter fluorescence; higher % means a stronger effect; GST-tagged Rac1 F28L mutant substrate; one-dose inhibition, % at 30 µM; IC50 in µM for titrated hits; 0.6% of 340,000 active;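 active = first-screen hits whose inhibition reached a set limit at any dose in the follow-up dose series; inconclusive = inhibition above the set first-screen limit but never retested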;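 also: fluorescence reports GDP produced by GAP-driven GTP hydrolysis; strong numbers were not always called active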
# AID2073: inhibitors of Mint1-CaV2.2 protein interaction, biochemical, HTRF (AID 2073) | HTRF protein-protein interaction, Mint1-CaV2.2; higher % means a stronger effect | inhibition, % at 20 µM; hits with a dose series show IC50 in µM | 0.19% of 290,000 active; in the data active = inhibition mostly above about 51%, no sharp cut-off; inconclusive = no clear call, values can overlap the other calls; inactive = mostly below about 53%; also: some results filed as inactive read as strong as hits
# Large T inhibition: TAg ATPase/helicase activity blockers – biochemical (AID 1903); SV40 large T antigen ATPase/helicase inhibition assay; higher % means a stronger effect; inhibition, % at 20 µM, or IC50 in µM where a hit was titrated; 0.39% of 310,000 active; in the data active = a potency from the dose series; inconclusive = inhibition mostly from about 32% at the one dose, without a potency; inactive = the rest, 99 in 100 with inhibition below about 32%; also: strong numbers were not always called active
# RSV CPE inhibition: inhibition of RSV-induced cytopathic effect – HEp-2 cells, primary 10 µM value included (AID 2391); HEp-2 cells, RSV-induced CPE inhibition; higher % means a stronger effect; one-dose CPE inhibition, % at 10 µM; IC50 in µM for titrated hits; 0.13% of 310,000 active; in the data active = a potency from the dose series; inconclusive = CPE inhibition mostly from about 23% at the one dose, without a potency; inactive = the rest, 99 in 100 with CPE inhibition below about 21%; also: strong numbers were not always called active
# HIV peptide binding: cell-free HIV fusion peptide-binding blockers – biochemical, uHTS, fluorescence dequenching, primary screen (AID 1986) | cell-free peptide binding, fluorescence dequenching, 30 min; higher % means a stronger effect | one-dose inhibition, % at 20 µM; IC50 in µM for titrated hits | 0.3% of 290,000 active; in the data active = inhibition mostly above about 52%, no sharp cut-off; inactive = mostly below about 76%; also: some results filed as inactive read as strong as hits
# Dengue-2 NS5 capping: Dengue-2 NS5 methyltransferase inhibitors, primary screen, biochemical, confirmation dose response (AID 588689). Dengue-2 NS5 methyltransferase capping enzyme assay, biochemical; higher % means a stronger effect. 0.3% of 340,000 active. inhibition, % at 25 µM; hits with a dose series show IC50 in µM; in the data active = a potency from the dose series; inconclusive = inhibition above about 29% without an active follow-up result
# XIAP displacement: small molecules displacing peptide from XIAP – biochemical, IAP family, fluorescence polarization (AID 1018); XIAP BIR domain, fluorescence polarization peptide displacement; higher % means a stronger effect; displacement, % at 20 µM; hits with a dose series show IC50 in µM; 0.007% of 200,000 active; in the data active = displacement above about 50%; also: a part of the inactive calls stands beside numbers as strong as those of hits
# Siah-1 displacement: Siah-1 peptide-binding antagonists, primary screen, biochemical, fluorescence polarization, rhodamine-plectin, uHTS (AID 1817); Siah-1 / rhodamine-plectin peptide fluorescence polarization; higher % means a stronger effect; one-dose displacement, % at 20 µM; IC50 in µM for titrated hits; 0.02% of 290,000 active;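 active = displacement of at least 50% at 20 µM, with a fluorescence ratio check between 0.3 and a set limit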;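 also: plate controls were Siah plus tracer with DMSO for no effect and tracer alone without Siah for full effect; strong numbers were not always called active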
# LYP inhibition: inhibitors of LYP phosphatase, biochemical, fluorescence intensity, uHTS (AID 1779); recombinant LYP phosphatase, fluorescence intensity; higher % means a stronger effect; one-dose inhibition, % at 11.5 µM; IC50 in µM for titrated hits; 0.054% of 290,000 active; in the data active = inhibition above about 50%;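 also: plate controls were vehicle with enzyme for no effect and no enzyme for full effect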
# Dengue-2 NS5 capping pilot replicate: second read-out of Dengue-2 NS5 capping, no call of its own (marks repeat the call); inhibition, %; measured here: pilot screen replicate inhibition
# Active calls of the source: *; ? = inconclusive; . = not tested or not shown. Compounds as they come; any-hit rate near 1.7%.
SMILES,Rac1 GTP hydrolysis,AID2073,Large T inhibition,RSV CPE inhibition,HIV peptide binding,Dengue-2 NS5 capping,XIAP displacement,Siah-1 displacement,LYP inhibition,others
O=c1sc2ccccc2c(N2CCCC2)c1[N+](=O)[O-],12%,-16%,3%,0.1%,2.0%,-4%,-3.9%,-2%,-2%,
CC(C)Cn1c(N)c(C(=O)CSc2nccn2C)c(=O)n(C)c1=O,1%,.,5%,1.2%,.,-5%,.,.,.,
CCOC(=O)Nc1ccc2c(CNC(C)c3ccccc3OC)cc(=O)oc2c1 (configuration not stated),0%,17%,8%,3.3%,-2.1%,-5%,.,-4%,-4%,
O=C1c2cccnc2Oc2ccc(Cl)cc2N1Cc1ccc(F)cc1,1%,-5%,27%,7.4%,0.3%,-6%,-0.6%,20%,-7%,
COc1ccc(S(=O)(=O)Nc2cc3c4c(c2)CC(=O)N4CCC3)cc1,18%,.,16%,-1.8%,.,4%,.,.,.,
Cc1nc(C(=O)NNC(=O)Nc2ccc(Cl)cc2)cs1,0%,-5%,6%,-2.2%,0.4%,-5%,.,0%,-2%,
O=C(CN1C(=O)S/C(=C\C=C\c2ccccc2)C1=O)Nc1ccc(O)cc1,12%,6%,14%,1.9%,3.9%,-3%,-8.6%,0%,3%,
Cc1ccc(CC(CC(=O)NCCc2ccc3c(c2)OCO3)C(=O)O)cc1 (configuration not stated),5%,-7%,2%,-2.0%,-2.9%,1%,-9.2%,0%,-11%,
CCOC(=O)C1=C(C)N(C)C(=O)NC1c1ccccc1OC (configuration not stated),11%,-7%,11%,-0.2%,-1.3%,-2%,-3.6%,0%,-3%,
Cc1cc(C)c2oc(C(=O)Nc3ccc(S(=O)(=O)N4CCC(C)CC4)cc3)cc(=O)c2c1,3%,6%,7%,3.0%,2.8%,-2%,-0.7%,15%,-2%,
O=C(CNC(=O)c1ccco1)OCc1cccc(Cl)c1,2%,-2%,-2%,1.4%,-0.9%,-8%,-6.5%,0%,-3%,
CCC(C(=O)OCC(=O)Nc1ccc(C(=O)Nc2ccc(OC)cc2)cc1)c1ccccc1 (configuration not stated),12%,9%,7%,3.3%,-0.2%,-4%,-4.0%,-2%,-10%,
COc1ccc(NS(=O)(=O)c2cccc(C(=O)NNC(=O)CNC(=O)c3ccc(C)cc3)c2)cc1,3%,.,16%,0.7%,.,3%,.,.,.,
O=C(NCCO)c1cc([N+](=O)[O-])cc2c1C=Cc1ccccc1O2,9%,14%,10%,2.2%,0.0%,1%,-7.4%,-4%,-5%,
CCc1cc(=O)oc2c(C)c(OC(C)C(=O)NCCCn3ccnc3)ccc12 (configuration not stated),12%,12%,11%,-0.5%,1.0%,-12%,.,1%,-6%,

# Nothing new here: entries from further up.
SMILES,Rac1 GTP hydrolysis,AID2073,Large T inhibition,RSV CPE inhibition,HIV peptide binding,Dengue-2 NS5 capping,XIAP displacement,Siah-1 displacement,LYP inhibition,others
O=c1sc2ccccc2c(N2CCCC2)c1[N+](=O)[O-],12%,-16%,3%,0.1%,2.0%,-4%,-3.9%,-2%,-2%,
CC(C)Cn1c(N)c(C(=O)CSc2nccn2C)c(=O)n(C)c1=O,1%,.,5%,1.2%,.,-5%,.,.,.,
CCOC(=O)Nc1ccc2c(CNC(C)c3ccccc3OC)cc(=O)oc2c1 (configuration not stated),0%,17%,8%,3.3%,-2.1%,-5%,.,-4%,-4%,
O=C1c2cccnc2Oc2ccc(Cl)cc2N1Cc1ccc(F)cc1,1%,-5%,27%,7.4%,0.3%,-6%,-0.6%,20%,-7%,
COc1ccc(S(=O)(=O)Nc2cc3c4c(c2)CC(=O)N4CCC3)cc1,18%,.,16%,-1.8%,.,4%,.,.,.,
Cc1nc(C(=O)NNC(=O)Nc2ccc(Cl)cc2)cs1,0%,-5%,6%,-2.2%,0.4%,-5%,.,0%,-2%,
O=C(CN1C(=O)S/C(=C\C=C\c2ccccc2)C1=O)Nc1ccc(O)cc1,12%,6%,14%,1.9%,3.9%,-3%,-8.6%,0%,3%,
Cc1ccc(CC(CC(=O)NCCc2ccc3c(c2)OCO3)C(=O)O)cc1 (configuration not stated),5%,-7%,2%,-2.0%,-2.9%,1%,-9.2%,0%,-11%,
CCOC(=O)C1=C(C)N(C)C(=O)NC1c1ccccc1OC (configuration not stated),11%,-7%,11%,-0.2%,-1.3%,-2%,-3.6%,0%,-3%,

# New compounds follow.
SMILES,Rac1 GTP hydrolysis,AID2073,Large T inhibition,RSV CPE inhibition,HIV peptide binding,Dengue-2 NS5 capping,XIAP displacement,Siah-1 displacement,LYP inhibition,others
O=C(COc1ccc(Oc2ccccc2)cc1)NCc1cn2ccccc2n1,3%,2%,11%,1.7%,1.6%,-4%,-0.9%,5%,-4%,
Cc1ccc(S(=O)(=O)N2CCN(CC(=O)N/N=C\c3ccncc3)CC2)cc1,7%,9%,22%,-2.4%,-1.0%,-9%,.,3%,-7%,
Cn1cc(CNCc2cnc3ccccn23)c(-c2ccc(Oc3ccccc3)cc2)n1,10%,-4%,10%,7.3%,0.8%,2%,-5.9%,10%,-4%,
Cc1ccccc1-c1nc(CN2CCC(C(=O)NCCN3CCOCC3)CC2)c(C)o1,5%,3%,12%,-0.2%,2.3%,-9%,.,0%,2%,
O=c1cc(N2CCN(c3ccccc3Cl)CC2)[nH]c(=O)n1Cc1ccc(F)cc1,2%,14%,14%,-0.9%,2.0%,3%,.,5%,2%,
CCOC(=O)CNS(=O)(=O)c1ccc(S(=O)(=O)NC2CC2)cc1,7%,-7%,4%,1.8%,0.5%,-8%,.,3%,-7%,Dengue-2 NS5 capping pilot replicate=-3.7
O=C(Nc1ccccc1C(=O)NCCCN1CCOCC1)c1ccc(Cl)cc1,4%,10%,-3%,0.0%,-1.7%,-7%,.,-5%,-8%,
COc1cc(C2C(C#N)=C(N)Oc3cc(C)n(CCN4CCOCC4)c(=O)c32)cc(OC)c1OC (configuration not stated),11%,9%,12%,0.7%,-1.1%,-10%,1.5%,2%,-7%,
O=C(CC(c1ccccc1)c1ccccc1)Nc1ccncc1,7%,0%,16%,13%,1.3%,-4%,.,5%,-3%,
CC(=O)Nc1ccc(NC(=O)C(C)OC(=O)c2ccccc2Sc2ccccc2C#N)cc1 (configuration not stated),-10%,-7%,17%,1.2%,2.3%,-1%,-4.1%,1%,-2%,
COc1ccc(-c2nnnn2C(C)C)cc1,9%,-16%,-3%,1.0%,-2.3%,-7%,.,-1%,-12%,
COc1cc2c(cc1OC)C(NC(=O)C(F)(F)F)C/C2=N\O (configuration not stated),12%,-9%,17%,0.1%,-0.3%,-1%,-15%,-4%,3%,
COc1ccc(N2CCN(C(=O)Cn3nnc(-c4ccccc4N)n3)CC2)cc1,11%,?,11%,1.3%,1.4%,-5%,-1.3%,1%,-7%,
COc1ccccc1CNC(=O)C1CCC(CNc2c(N3CCOCC3)c(=O)c2=O)CC1 (configuration not stated),10%,-2%,0%,1.5%,-2.9%,1%,-9.0%,-2%,2%,
O=C(O)c1ccc(-n2c(-c3cc(C4CC4)[nH]n3)n[nH]c2=S)cc1,16%,-29%,17%,0.7%,-0.9%,1%,.,14%,-9%,
O=C(Nc1nnc(C2CCCO2)s1)c1ccc(Br)cc1 (configuration not stated),6%,-2%,2%,4.0%,1.7%,-1%,-3.9%,0%,-4%,
Cc1ccc(N(Cc2cc3ccccc3[nH]c2=O)C(=O)c2ccco2)c(C)c1,12%,1%,15%,2.0%,-0.6%,-1%,-2.1%,1%,1%,
O=C(CCCCN1CCCCC1)c1ccccc1,-2%,.,8%,-0.9%,.,11%,.,.,.,
CC(=O)Nc1ccc2c(c1)C(=O)N(c1cccc3ccccc13)C2=O,13%,10%,9%,1.9%,3.2%,8%,.,6%,-6%,
N#Cc1ccc(Cn2c(-c3ccc(F)cc3)noc2=O)cc1,2%,4%,-5%,3.4%,0.6%,-9%,.,-1%,-7%,
CCOC(=O)C1=C(C)N=c2s/c(=C/c3ccc(OCC(=O)O)cc3)c(=O)n2C1c1ccc(F)cc1 (configuration not stated),.,21%,10%,53%,60%,24%,.,2%,13%,
CC(=O)Nc1ccc(Oc2ccc3c(c2)C(=O)NC3=O)cc1,8%,5%,6%,1.6%,37%,-4%,.,-2%,-1%,
CCc1nn(C(C)C(=O)NCCN2CCCCCC2)c(=O)c2cc3occc3n12 (configuration not stated),-33%,7%,23%,0.4%,-0.7%,-9%,.,0%,-13%,
COc1ccccc1CN1CC(C(=O)NCCn2nc(C)cc2C)CCC1=O (configuration not stated),5%,13%,7%,0.6%,-0.5%,1%,.,2%,-6%,
O=c1c(C/C=C/c2ccccc2)c(O)ccn1CCc1c[nH]c2ccccc12,-2%,5%,10%,0.7%,4.1%,-11%,-13%,-1%,8%,
Nc1c(NC=O)c(=O)n(Cc2ccccc2)c(=O)n1Cc1ccccc1,5%,.,9%,1.1%,.,7%,.,.,.,
Cc1ccc(NC(=O)CN2CCN(C(=O)c3ccco3)CC2)cc1,7%,6%,-1%,2.7%,1.1%,0%,.,8%,-7%,
CCc1nc(-c2ccc(C)nc2OC)no1,-8%,-6%,-7%,3.8%,1.7%,-21%,-6.2%,3%,-8%,
CC1=C(C(=O)OCC2CCCCC2)C(c2ccc(O)cc2)NC(=O)N1 (configuration not stated),1%,10%,6%,19%,0.9%,-7%,.,3%,-3%,
Cc1ccc(C)c(-n2cc(-c3ccc(Cl)cc3)nc2SCC(=O)NC2CCS(=O)(=O)C2)c1 (configuration not stated),2%,2%,1%,9.1%,1.2%,-3%,-6.5%,-2%,0%,
Cc1[nH]nc2c1C(c1ccc(N(C)C)cc1)C1=C(CC(C)(C)CC1=O)N2 (configuration not stated),9%,-1%,14%,1.8%,-0.3%,8%,-4.0%,7%,-2%,
Cc1ccc(S(=O)(=O)NC(=O)c2ccccc2F)cc1,-5%,6%,30%,1.2%,1.4%,1%,.,0%,-5%,
Cc1ccc2nc(NC(=O)CSc3nc4c(c(=O)n3C)SC(C)C4)sc2c1 (configuration not stated),7%,-3%,5%,12%,-1.6%,4%,-6.8%,-4%,3%,
Cn1c(N)c(C(=O)c2ccc(C#N)cc2)c(=O)n(C)c1=O,8%,10%,-2%,0.7%,2.3%,2%,-13%,5%,-2%,
CC(=O)Nc1cccc(N/C=C(\C=O)c2nc3ccccc3o2)c1,4%,7%,6%,2.8%,1.9%,-3%,-0.4%,4%,-2%,
CCOc1cc(/C=N/NC(N)=O)ccc1OCC(=O)Nc1ccc(C)c(C)c1,6%,6%,17%,0.8%,-2.0%,-8%,-7.8%,1%,-4%,
O=C(O)c1ccc2nc(-c3ccco3)c(-c3ccco3)nc2c1,159µM*,?,33%,.,68%,51µM*,-2.7%,66%,-1%,
COc1ccc(C2=NOC(C(=O)NCc3ccco3)C2)cc1 (configuration not stated),4%,-6%,3%,1.0%,-1.5%,-8%,-3.8%,-3%,-8%,

# Bioassay records: PubChem, several laboratories
